Bioassay records as filed in PubChem.
D3 antag: D3 dopamine receptor (human) antagonism | D3R cells, DiscoveRx beta-arrestin luminescence, antagonist mode; hits give low values | 2.5% of 360,000 active | max response, negative = inhibition, % | P35462; in the data active = max response below about -50%; inconclusive = no clear call, values can overlap the other calls; also: % is scaled to controls: 0 for no effect and ±100 for the full control effect; mostly tested at two doses, the higher about 12 µM
Target sequence (P35462 whole entry, looked up): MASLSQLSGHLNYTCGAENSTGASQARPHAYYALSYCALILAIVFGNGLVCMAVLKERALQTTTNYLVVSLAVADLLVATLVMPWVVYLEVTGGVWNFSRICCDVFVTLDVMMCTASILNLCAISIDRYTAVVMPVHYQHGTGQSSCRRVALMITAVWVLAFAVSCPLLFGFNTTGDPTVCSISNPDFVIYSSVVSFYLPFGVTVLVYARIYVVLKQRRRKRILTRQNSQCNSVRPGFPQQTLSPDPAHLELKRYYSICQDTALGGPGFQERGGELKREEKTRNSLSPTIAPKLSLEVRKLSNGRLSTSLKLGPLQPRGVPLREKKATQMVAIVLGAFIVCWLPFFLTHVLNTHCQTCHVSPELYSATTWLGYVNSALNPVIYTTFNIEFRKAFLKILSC
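Cells plated overnight at 1500 cells/well, then exposed to library compounds with dopamine controls for 90 minutes at 37 degrees C. DiscoveRx reagent added for 30–60 minutes at room temperature; luminescence read, quantitative HTS format.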
PTHR1 ag: PTHR1 (human) receptor agonism | HEK293 GP2 PTHR1 cells, GloSensor cAMP luminescence, 1 h | 0.075% of 410,000 active | AID 743266 | Potency, µM (doses to about 115 µM), for the others: at the highest dose activation, actives largely listed as activators | Q03431; also: potency is read from the fitted curve at half-maximal effect; nearly all actives have a fitted effect of over 55% in size; some results filed as inactive show a strong effect at the top dose; inactives centre near -15; many of its hits are not listed in these tables
Target sequence (Q03431 whole entry, looked up): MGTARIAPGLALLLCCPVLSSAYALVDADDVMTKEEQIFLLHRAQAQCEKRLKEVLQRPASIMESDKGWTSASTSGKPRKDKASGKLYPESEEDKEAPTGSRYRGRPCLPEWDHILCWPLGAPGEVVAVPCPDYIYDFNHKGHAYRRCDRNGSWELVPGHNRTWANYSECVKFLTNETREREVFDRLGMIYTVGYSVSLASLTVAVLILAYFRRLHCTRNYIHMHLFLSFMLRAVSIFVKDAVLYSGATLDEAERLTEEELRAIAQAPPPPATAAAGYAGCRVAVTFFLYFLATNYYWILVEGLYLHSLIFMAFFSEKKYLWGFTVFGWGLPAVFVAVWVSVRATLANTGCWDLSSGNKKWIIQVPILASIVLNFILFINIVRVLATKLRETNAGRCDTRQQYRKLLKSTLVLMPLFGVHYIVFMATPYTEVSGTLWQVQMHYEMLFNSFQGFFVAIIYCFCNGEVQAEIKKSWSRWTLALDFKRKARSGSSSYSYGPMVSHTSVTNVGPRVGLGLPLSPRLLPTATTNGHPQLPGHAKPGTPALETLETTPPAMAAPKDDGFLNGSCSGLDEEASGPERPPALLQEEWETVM
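HEK-293-derived GP2 cells expressing PTHR1 and a GloSensor cAMP reporter, 3,000/well, plated overnight, given luciferin plus IBMX (each 0.5 mM as added) for 1 h at 37 °C, then compound for 1 h at 37 °C. Luminescence was read after 15 min at room temperature.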
pAkt inh: inhibitors of Akt phosphorylation; Neuro2A IGF-stimulated pAkt S473 HTRF, 20 min; hits give low values; activity change, % for hits at 50 µM; 0.32% of 360,000 active; AID 651550; in the data active = activity change below about -80%; inconclusive = mostly about -51% to -80%; also: % is scaled to controls: 0 for no effect and ±100 for the full control effect
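Neuro2A cells (4,500/well, DMEM with 0.5% FBS) were treated with compound at a single 50 µM final concentration, stimulated with 6 nM IGF for 20 min at 37 °C, and lysed. Phospho-Akt Ser473 was read by HTRF as 665/615 ratio ×10^4.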
EPAC2 antag: antagonists of human EPAC2. EPAC2 GEF exchange of Rap1B-BODIPY-GDP, fluorescence. 0.18% of 360,000 active. Q8WZA2. Potency, µM (highest dose often 114 µM), inactives show top-dose activity, negative = inhibition, usual class: inhibitors; also: potency is read from the fitted curve at half-maximal effect; % is scaled to controls: 0 for no effect and ±100 for the full control effect; nearly all actives have a fitted effect of over 45% in size; many of its hits are not listed in these tables
EPAC2 ag: EPAC2 (human) agonism; EPAC2 activation, biochemical qHTS; response scale: 100% = 6.5 mM cAMP response; Potency, µM (series often up to 154 µM), for inactives: at the top dose activation, most hits filed as activators; 0.079% of 360,000 active; also: potency is read from the fitted curve at half-maximal effect; nearly all actives have a fitted effect of over 50% in size
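Nucleotide exchange monitored as fluorescence drop when BODIPY-GDP leaves Rap1B. Reaction: 100 nM EPAC2, 250 nM RAP1B-BODIPY-GDP, 50 uM GDP, room temperature, kinetic read over 30 min. Activity expressed relative to 6.5 mM cAMP.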
D3 ag: agonists of human D3 dopamine receptor; D3R DiscoveRx beta-arrestin cells, luminescence, 90 min; max activation, %; 0.58% of 410,000 active; AID 652048; in the data active = max activation above about 30%; also: 0% is about no effect; mostly tested at two doses, the higher about 12 µM
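Agonist-mode cell screen: cells plated at 1500/well and incubated overnight at 37 °C, then exposed to library compounds for 90 min at 37 °C. Detection reagent was added for 30–60 min at room temperature, and luminescence was read.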
CCT modulator: changes cytosolic chaperonin activity | purified chaperonin ATPase assay, HTRF ADP detection, 30 min | activity change, % (concentration not given with the values), hits read low | 0.3% of 360,000 active | AID 651819; in the data active = activity change below about -30%; also: % is scaled to controls: 0 for no effect and ±100 for the full control effect
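First, chaperonin was dispensed at 40 nM or 20 nM final depending on batch activity. Next, compounds were pinned at 76 uM and ATP added at 10 uM. After 30 min at 37 °C, ADP detection reagents ran 30 min at ambient temperature.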
Mm-Cpn inhibitor: inhibitors of Methanococcus maripaludis chaperonin (MmCpn); purified Mm-Cpn ATPase, ADP Transcreener TR-FRET; Potency, µM (highest dose often 76.9 µM), for inactives: at the highest dose activity, negative = inhibition, hits mostly inhibitors; 0.031% of 330,000 active; AID 504842; also: potency is read from the fitted curve at half-maximal effect; % is scaled to controls: 0 for no effect and ±100 for the full control effect; nearly all actives have a fitted effect of over 80% in size
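Quantitative HTS used 25 nM Mm-CPN and 10 uM ATP in magnesium/KCl Tris buffer, pH 7.4, with 1 mM DTT. Hydrolysis ran 30 min at 37°C; ADP was read by HTRF.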
An asterisk follows results filed as active; i = inactive; ? = inconclusive; · = no result given; [ ] = dose if it differs, or a comment. Unless noted, calls follow the shape of the dose curve; as a rule, active = well fitted curve in the direction sought with a large enough effect; inconclusive = small, poorly fitted or top-dose-only effect, or another doubt; inactive = no such curve, though single readings can be large; an effect the other way counts as inactive or inconclusive. An excerpt, so the mix of outcomes need not match the whole.

Start of the listing, in advance:
SMILES	D3 antag	PTHR1 ag	pAkt inh	EPAC2 antag	EPAC2 ag	D3 ag	CCT modulator	Mm-Cpn inhibitor
CCN1CCCC1CNc1ccc(S(C)(=O)=O)cc1[N+](=O)[O-] (stereo not drawn)	-54*	i	i	-8%	2%	-18	0.9	1%
Cc1nc(C)c(Cc2ccccc2Cl)c(=O)[nH]1	14	i	i	1%	3%	1	-1.9	0%

The listing (from the top)
SMILES	D3 antag	PTHR1 ag	pAkt inh	EPAC2 antag	EPAC2 ag	D3 ag	CCT modulator	Mm-Cpn inhibitor
CCN1CCCC1CNc1ccc(S(C)(=O)=O)cc1[N+](=O)[O-] (stereo not drawn)	-54*	i	i	-8%	2%	-18	0.9	1%
Cc1nc(C)c(Cc2ccccc2Cl)c(=O)[nH]1	14	i	i	1%	3%	1	-1.9	0%
COC(=O)C1=C(C)N=c2s/c(=C/c3ccoc3)c(=O)n2C1c1ccccc1 (stereo not drawn)	?	-5%	i	16%	15%	-4	0.3	·
CC(=O)Nc1ccc(NC(=O)c2ccc(S(=O)(=O)N(C)c3ccccc3)cc2)cc1	-6	-35%[inhibitor]	i	-7%	-7%	3	-0.6	-1%
CCOC(=O)CNC(=O)CSc1nnc(Cn2cnc3ccccc32)n1C	10	-12%[57.5 µM]	i	9%	7%	-1	-0.3	1%
OC(c1cccc(Cl)c1)c1ncc(-c2ccc(Oc3ccccc3)cc2)[nH]1 (stereo not drawn)	24	i	i	16%	11%	2	0.2	·
O=C(Cc1ccccc1F)Nc1ccccc1N1CCCC1	0	-4%	i	-13%	7%	-3	-0.4	1%
COc1c(OC2OC(C(=O)O)C(O)C(O)C2O)cc(O)c2c(=O)cc(-c3ccccc3)oc12 (stereo not drawn)	3	-4%	i	11%	1%	0	-2.3	-7%
Cc1sc(NC(=O)c2ccccc2F)c(CN2CCCCC2)c1C	-7	i	i	7%	-3%	-6	-2.1	-4%
O=S(=O)(/N=C/N1CCOCC1)c1ccc(Cl)cc1	18	i	i	3%	3%	0	-1.2	1%
CCCCSc1nc2ccc(Nc3nc(N4CCOCC4)nc(N4CCOCC4)n3)cc2s1	?	-25%	i	-13%	8%	2	2.4	0%
CC(C)Cc1nn2c(=O)cc(COc3ccc(NC(=O)c4ccco4)cc3)nc2s1	-30	-29%	i	-15%	-9%	3	-1.1	3%
CN(C(=O)c1ccc2c(c1)C(=O)N(CCC1=CCCCC1)C2=O)C1CCCCC1	1	-54%[inhibitor]	i	-28%	9%	6	-1.7	-1%
CN(c1ccccc1)S(=O)(=O)c1cccc(C(=O)Nc2cccc(C(=O)NC3CC3)c2)c1	2	-19%	i	-7%	2%	3	0.9	1%
O=C(CN1C(=O)NC2(CCCCCC2)C1=O)N1CCN(c2ccccc2)CC1	10	-24%	i	1%	14%	0	0.1	-1%
O=C(Nc1ccc(S(=O)(=O)Nc2ncccn2)cc1)c1cccc(S(=O)(=O)N2CCOCC2)c1	-9	i	i	-1%	1%	1	-1.7	2%
CCN(CCN(C)C)C(=O)c1ccc2c(c1NCCO)C(=O)c1ccccc1C2=O	-30	-2%	i	-18%	-5%	-7	2.5	-15%
CCn1c(O)c(/C=N/N=C2CCCCC2)c2cc(C3=NNC(=O)CC3)ccc21	-19	-12%	i	-11%	-5%	-16	-2.1	-1%
O=C(O)c1cccc(S(=O)(=O)N2CCN(c3ccccn3)CC2)c1	6	i	i	6%	1%	2	-2.1	1%
CC1=C(C(=O)Nc2ccccc2C)C(c2cccs2)NC(=S)N1 (stereo not drawn)	0	16%	i	8%	11%	-4	-2.8	-1%
CC1(C)CC(=O)C(N=Nc2ccc(OC(F)F)cc2)=C(O)C1	-18	-29%	i	-9%	1%	2	0.6	5%
O=C1C(NS(=O)(=O)c2ccccc2)=C(N2CCN(c3ccc(F)cc3)CC2)C(=O)c2ccccc21	?	?	i	-15%	8%	-7	-1.3	0%
CC(=O)OCC1OC(c2ccccc2)C(OC(C)=O)C(OC(C)=O)C1OC(C)=O (stereo not drawn)	31	3%	i	13%	-1%	7	-1.0	1%
O=C1Nc2ccc([N+](=O)[O-])cc2OC1CCN1CCN(Cc2ccc3c(c2)OCO3)CC1 (stereo not drawn)	-6	-33%[inhibitor]	i	-14%	13%	-7	0.5	-1%
FC(F)(F)c1ccc(-n2cnc3ccccc32)nc1	7	-11%	i	-3%	9%	10	-2.2	1%

Record cards, from the list above. Screens in order: D3 antag | PTHR1 ag | pAkt inh | EPAC2 antag | EPAC2 ag | D3 ag | CCT modulator | Mm-Cpn inhibitor
CCCCSc1nc2ccc(Nc3nc(N4CCOCC4)nc(N4CCOCC4)n3)cc2s1 is listed with ? | -25% | i | -13% | 8% | 2 | 2.4 | 0%
CCOC(=O)CNC(=O)CSc1nnc(Cn2cnc3ccccc32)n1C is listed with 10 | -12%[57.5 µM] | i | 9% | 7% | -1 | -0.3 | 1%
Cc1nc(C)c(Cc2ccccc2Cl)c(=O)[nH]1 is listed with 14 | i | i | 1% | 3% | 1 | -1.9 | 0%
O=C(O)c1cccc(S(=O)(=O)N2CCN(c3ccccn3)CC2)c1 is listed with 6 | i | i | 6% | 1% | 2 | -2.1 | 1%
O=C1C(NS(=O)(=O)c2ccccc2)=C(N2CCN(c3ccc(F)cc3)CC2)C(=O)c2ccccc21 is listed with ? | ? | i | -15% | 8% | -7 | -1.3 | 0%

The list continues:
SMILES	D3 antag	PTHR1 ag	pAkt inh	EPAC2 antag	EPAC2 ag	D3 ag	CCT modulator	Mm-Cpn inhibitor
C=CCn1c(SCc2ccccc2C#N)nnc1-c1ccccc1O	-17	-70%[inhibitor][57.5 µM]	i	-5%[57.1 µM]	5%	-2	1.1	2%
CCOC(=O)c1c(C)oc2cc(Br)c(OC(C)C(=O)OCC)cc12 (stereo not drawn)	22	-16%[57.5 µM]	i	-8%	-12%	-23	-2.0	-7%[15.4 µM]
CCC(Sc1nc2ccccc2[nH]1)C(=O)Nc1cc(C)on1 (stereo not drawn)	-5	i	i	9%	4%	-1	-8.3	-3%
CNC(=S)Nc1cccc(C(C)=O)c1	2	i	i	-1%	8%	1	-1.3	2%
O=S(=O)(Cc1ccc(Cl)cc1)Nc1ccc2c(c1)OCO2	-15	i	i	3%	14%	-10	2.5	0%
Cc1ccc(S(=O)(=O)NCc2cccnc2)c(C)c1	5	-7%	i	-11%	-6%	-8	-3.2	0%
Cc1ccc(N2C(=O)c3oc4ccccc4c(=O)c3C2c2cccc(O)c2)nc1 (stereo not drawn)	?	-39%[inhibitor]	i	3%	27%	-7	0.5	·
COc1ccccc1C(=O)NCC(=O)N1CCN(C/C=C/c2ccccc2)CC1	2	-28%	i	2%	-5%	-9	-0.1	1%
OC(COc1ccc2c(c1)OCO2)CN1CCc2ccccc2C1 (stereo not drawn)	-78*	-6%[57.5 µM]	i	2%	1%	-35	-3.8	-1%
CCOC(=O)C1CCN(C(c2cccc(F)c2)c2sc3nc(C)nn3c2O)CC1 (stereo not drawn)	9	-12%	i	-15%	2%	-1	-1.1	1%
CCCCC(=O)Nc1cc([N+](=O)[O-])ccc1Cl	-20	-10%	i	-6%	4%	-10	-0.1	-2%
Cc1ccc(C2=NNC3(CCOC(C)(C)C3)S2)cc1 (stereo not drawn)	-13	i	i	13%	-3%	-3	2.2	1%
O=C(CCSCc1cccc(Cl)c1)NC1CCCC1	-19	i	i	-2%	-4%	3	-2.3	0%
CCOC(=O)C1=CN(CC2CCCCC2)CCC1=O	14	8%	i	14%	2%	15	-0.3	·
CCc1noc(C)c1C(=O)Nc1cc(S(=O)(=O)N2CCOCC2)ccc1OC(C)C	-6	i	i	-9%	10%	-1	-0.6	-3%
CCOc1ccc2[nH]c3c(NCCO)ncnc3c2c1	-13	i	i	2%	0%	0	0.4	-1%
COc1cccc(-c2nc(NCCN3CCOCC3)c3ccccc3n2)c1O	0	-59%[inhibitor]	·	-11%	4%	-5	-2.2	-1%
COc1ccc(CN(C)C2CCCCC2)cc1	-20	-3%[57.5 µM]	·	6%	0%	-16	0.2	1%
CC(C)c1nc(CNC(=O)C2CCC(=O)N(CCc3cccc(F)c3)C2)cs1 (stereo not drawn)	7	i	i	18%	8%	3	-2.7	-2%
COc1cccc(CNS(=O)(=O)c2cc3c4c(c2)CCC(=O)N4CCC3)c1	2	-82%[inhibitor]	i	-3%	5%	-5	-3.3	-1%
O=C(CSc1ccc(-c2ccc(Cl)cc2)nn1)N1CCCc2ccccc21	-12	-39%[inhibitor]	i	-5%	10%	5	-0.7	-2%
O=C(NC(=S)Nc1c(Cl)ccc2nsnc12)c1ccccc1F	-14	7%	i	14%	13%	-2	1.1	-19%
O=C(Nc1cc(C(F)(F)F)ccc1N1CCOCC1)c1ccncc1	8	-4%	i	6%	-6%	5	-0.3	-2%
CC(=O)c1ccc(OCCCC(=O)NC2=NCCS2)cc1	8	-1%	i	7%	7%	1	-4.2	1%
CCCn1c(=O)c2ccccc2n2c(SCC(N)=O)nnc12	-2	i	i	1%	9%	5	-2.4	-1%
CC(C)C(=O)c1cc2c(cc1NC(=O)c1cccs1)OCCO2	-17	22%[57.5 µM]	i	-4%	-1%	8	0.4	1%
Cc1cc(C)cc(NS(=O)(=O)c2ccc3[nH]c(=O)[nH]c3c2)c1	15	-2%[57.5 µM]	i	-1%	-1%	1	-16	-1%
